West Nile virus CPE: inhibition of WNV-induced cytopathic effect – cell-based, CPE readout (AID 1621). actives 0.02% (n = 290,000). West Nile virus-infected cells, CPE inhibition; higher % means a stronger effect. CPE inhibition, % at 10 µM; hits with a dose series show IC50 in µM; in the data active = a potency from the dose series; inconclusive = CPE inhibition mostly from about 3.7% at the one dose, without a potency; inactive = the rest, 99 in 100 with CPE inhibition below about 2.2%; note: strong numbers were not always called active
AID2073: disruptors of CaV2.2 binding to Mint1 – biochemical, HTRF (AID 2073). HTRF protein-protein interaction, Mint1-CaV2.2; higher % means a stronger effect. inhibition, % at 20 µM; hits with a dose series show IC50 in µM. actives 0.19% (n = 290,000); in the data active = inhibition mostly above about 51%, no sharp cut-off; inconclusive = no clear call, values can overlap the other calls; inactive = mostly below about 53%; note: some results filed as inactive read as strong as hits
KOR beta-arrestin-1: kappa opioid receptor blockers – cell-based, luminescence, uHTS (AID 1778); one-dose inhibition, % at 10 µM; IC50 in µM for titrated hits; actives 0.091% (n = 290,000); KOR beta-arrestin recruitment, luminescence, antagonist mode; higher % means a stronger effect; note: strong numbers were not always called active
HEK293 NOD2/NF-kB: inhibition of NOD2-driven NF-kB reporter – cell-based, luminescence, uHTS, HEK293 (AID 1566); HEK293 NOD2/NF-kB luciferase reporter, luminescence; higher % means a stronger effect; one-dose inhibition, % at 4 µM; EC50 in µM for titrated hits; actives 0.63% (n = 290,000); note: many of its hits are not listed in these tables
Dengue-2 NS5 capping: Dengue-2 NS5 methyltransferase inhibitors, primary screen, biochemical, confirmation dose response (AID 588689); Dengue-2 NS5 methyltransferase capping enzyme assay, biochemical; higher % means a stronger effect; inhibition, % at 25 µM, or IC50 in µM where a hit was titrated; actives 0.3% (n = 340,000); in the data active = a potency from the dose series; inconclusive = inhibition above about 29% without an active follow-up result
NOD1 inhibition: inhibition of NOD1-driven NF-kB reporter – cell-based, luminescence, uHTS, primary screen (AID 1578) | actives 1% (n = 290,000) | inhibition, % at 4 µM, or EC50 in µM where a hit was titrated | NOD1-driven NF-kB luciferase reporter cells, luminescence; higher % means a stronger effect; in the data active = inhibition mostly above about 36%, no sharp cut-off; inactive = mostly below about 34%;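 note: HEK-293T reporter cells stimulated with the NOD1 agonist gamma-tri-DAP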
Yfh1-depleted yeast: mitochondrial function rescue without frataxin homolog – Friedreich's ataxia, plus single-dose screen, dose response (AID 1465); S. cerevisiae Yfh1-off respiration, WST-1 reduction, 72 h; higher fold induction means a stronger effect; fold induction at 50 µM, or EC50 in µM where a hit was titrated; actives 0.074% (n = 220,000);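 active = fold induction of absorbance versus untreated yeast above a set limit, then at least 30% activation at any dose in follow-up; inconclusive = repeats straddling the limit, or above it without dose testing; inactive = fold induction below the set limit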;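 note: activators that raise dye reduction in frataxin-depleted yeast; strong numbers were not always called active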
KOR beta-arrestin-2: KOR agonists, beta-arrestin recruitment, primary screen, cell-based, luminescence, uHTS (AID 1777); KOR beta-arrestin recruitment, luminescence; higher % means a stronger effect; activation, % at 10 µM, or EC50 in µM where a hit was titrated; actives 0.02% (n = 280,000); in the data active = activation above about 50%, passing the limit was not always enough; note: a part of the inactive calls stands beside numbers as strong as those of hits
HIV peptide binding: cell-free HIV fusion peptide-binding blockers – biochemical, uHTS, fluorescence dequenching, primary screen (AID 1986). one-dose inhibition, % at 20 µM; IC50 in µM for titrated hits. cell-free peptide binding, fluorescence dequenching, 30 min; higher % means a stronger effect. actives 0.3% (n = 290,000); in the data active = inhibition mostly above about 52%, no sharp cut-off; inactive = mostly below about 76%; note: some results filed as inactive read as strong as hits
Dengue-2 NS5 capping pilot replicate: recorded beside Dengue-2 NS5 capping, whose call it bears; inhibition, %; measured here: pilot screen replicate inhibition
Numbers without * were called inactive; i = inactive; ? = inconclusive; . = no result given; [ ] = remark or other dose. Cut-off read from the data, not from the text of the source, unless noted: active = inhibition above about 50%; inactive = the rest. This is a subset; the hit share may differ from the screen's.

SMILES | West Nile virus CPE | AID2073 | KOR beta-arrestin-1 | HEK293 NOD2/NF-kB | Dengue-2 NS5 capping | NOD1 inhibition | Yfh1-depleted yeast | KOR beta-arrestin-2 | HIV peptide binding | others
Cc1nnc2c3cnn(-c4ccc(Cl)cc4)c3ncn12 | . | 14% | 9% | -49% | . | -60% | . | -1.0% | -3.3%
O=C(Oc1coc(CSc2ncccn2)cc1=O)c1ccco1 | 0.8% | -7% | -41% | 19% | -6% | -15% | i | -0.1% | 1.8%
Cc1ccccc1NC(=O)c1cn2c(nc3ccccc32)c(C#N)c1C | 1.2% | 20% | -6% | 13% | 12% | -3% | i | -1.6% | 9.4%
COc1ccc(CCNC(=O)CNCC2CCCCC2)cc1OC | -0.4% | -2% | -5% | 2% | 2% | -1% | . | -2.9% | 0.2%
Cc1ccc(C(=O)Nc2nnc(C3CCCCC3)s2)o1 | 0.0% | 2% | 16% | -95% | -4% | -70% | i | -2.4% | -0.4%
COc1ccc(CNC(=O)CNC(=O)c2ccc(C(C)(C)C)cc2)cc1OC | -0.1% | 5% | -1% | -86% | -8% | -5% | . | -0.6% | 0.0%
O=c1[nH]n2c(=O)c3c([nH]c2c1N=Nc1cccc(C(F)(F)F)c1)CCCC3 | 0.5% | 3% | -29% | 9% | 29µM* | -34% | i | -1.4% | 55%
COc1ccccc1-n1c(C)nc2cc(C(=O)NCC3CCCO3)ccc21 (configuration not stated) | 0.0% | -2% | 4% | 9% | -6% | -14% | . | 13% | 0.3%
Cc1cccc(C(=O)N/C(=C\c2ccco2)C(=O)N2CCCC2)c1 | -0.3% | -12% | -47% | -8% | -9% | -17% | . | 5.9% | 6.3%
CCOc1cc(C(=O)Nc2ccc(S(=O)(=O)Nc3nnc(CC)s3)cc2)cc(OCC)c1OCC | 0.5% | 2% | -20% | -15% | 3% | -17% | . | -2.0% | 18%
COc1c(C(=O)Nc2nnc(C3CC3)s2)csc1Cl | -0.5% | 8% | 11% | -30% | -1% | -43% | . | 4.7% | 1.2%
Cc1ccc2c(=O)cc(C(F)F)oc2c1 | 0.1% | 0% | -8% | 9% | 1% | -1% | i | -1.4% | -2.1%
COc1cccc(C=Nc2ccc3c(c2)OCCO3)c1O | . | -34% | -16% | -1% | -10% | . | . | -0.2% | 0.1%
O=[N+]([O-])c1ccccc1S(=O)(=O)Nc1ccn(Cc2c(F)cccc2Cl)n1 | -0.1% | 8% | -8% | 10% | 1% | -23% | . | 15% | 0.1%
Cc1cc(C)c(C)c(OCc2nc(-c3cccnc3)no2)c1 | 0.0% | 3% | 2% | 10% | -11% | -28% | i | 3.5% | 4.3% | Dengue-2 NS5 capping pilot replicate=4.2
O=C(Nc1cccc(F)c1)C1CCCN(S(=O)(=O)c2ccccc2)C1 (configuration not stated) | -0.3% | -5% | 12% | 10% | -3% | -15% | . | 2.0% | -1.2%
CN(C)C(=O)CSc1nnc(-c2ccncc2)n1Cc1ccco1 | -0.3% | -3% | 10% | 4% | -2% | -27% | i | -0.9% | -1.1%
O=C(CSc1ccc(-c2cccnc2)nn1)Nc1ccc(F)cc1 | 0.2% | 12% | 1% | 17% | 3% | -19% | . | -0.8% | -2.0%
CC(NC(=O)c1ccc(CS(=O)(=O)c2cccc(C(F)(F)F)c2)o1)c1ccc2c(c1)OCCO2 (configuration not stated) | -0.5% | -7% | 9% | 7% | -5% | 2% | i | 6.3% | 0.0%
O=C(c1cn(-c2ccccc2)nc1-c1cccs1)N(CCO)Cc1ccccc1 | -0.3% | 3% | -14% | 8% | 4% | -22% | i | -2.6% | -1.8%
C/C(CC(=O)Nc1ccc2c(c1)OCCO2)=N\NC(=O)COc1ccc(Cl)c(C)c1 | 0.1% | -1% | -20% | 6% | -17% | -17% | . | 6.1% | -0.6%
CNC(=O)c1nnsc1S(=O)c1ccc(Cl)cc1 (configuration not stated) | -1.8% | -10% | -9% | -31% | -40% | -27% | i | 3.3% | -0.9%
C=CCOc1ccc(/C=C\c2nc(O)c([N+](=O)[O-])c(=O)[nH]2)cc1OCC | -0.7% | 6% | 8% | 22% | 2% | 1% | . | -3.3% | 5.5%
COc1ccc(NC(=O)CCc2ccc(OC)c(OC)c2)cn1 | -0.1% | -11% | -8% | 12% | -6% | -23% | . | 0.5% | 2.5%
CC(C)NS(=O)(=O)c1ccc(OCC(=O)Nc2ccc(F)cc2F)cc1 | 0.4% | 1% | 28% | 10% | -3% | -6% | i | -8.9% | -5.3%
Later entries:
SMILES | West Nile virus CPE | AID2073 | KOR beta-arrestin-1 | HEK293 NOD2/NF-kB | Dengue-2 NS5 capping | NOD1 inhibition | Yfh1-depleted yeast | KOR beta-arrestin-2 | HIV peptide binding | others
COc1ccc(OC)c(/C(O)=C/C(=O)C(=O)Nc2cc(C)ccc2OC)c1 | 0.6% | 19% | 24% | 24% | -9% | 9% | i | 4.0% | 4.9%
COc1ccc(S(=O)(=O)N(CC(=O)NCc2ccco2)C2CCCCC2)cc1OC | -0.7% | 13% | -2% | -17% | 0% | -14% | i | 5.5% | 4.5%
CCn1c(SCc2nc3ccccc3s2)nnc1-c1ccccc1 | -0.6% | -1% | -10% | -42% | -8% | -45% | i | 1.7% | 1.5%
CC(C(=O)NCCc1ccc(S(N)(=O)=O)cc1)N1C(=O)CC(C)(C)Sc2ccccc21 (configuration not stated) | -0.2% | 12% | 3% | 0% | -1% | -17% | . | 2.5% | 0.1%
Cc1ccc(NC(=O)c2cc(NC(=O)c3ccco3)ccc2N2CCCCC2)cc1 | 0.4% | 5% | 22% | 31% | -8% | 17% | i | 2.9% | 12%
CC(=O)c1c(C)nc2ccc(C)cc2c1-c1ccccc1 | -0.5% | 36% | -16%[20 µM] | 0% | -4% | -34% | i | . | -1.5%
CCCCN(CCCC)CCNC(=O)c1cn(CC)c2ccc(S(=O)(=O)N3CCCC3)cc2c1=O | 0.0% | 21% | -50% | -5% | -12% | -29% | . | 7.1% | 1.2%
COc1ccc(CNC(=O)c2cccc(NC(=O)c3ccccc3)c2)cc1 | 0.1% | 0% | -4%[20 µM] | 18% | -12% | -33% | i | . | 2.0%
c1ccc(OCCCn2nnc(-c3cccnc3)n2)cc1 | -1.6% | 7% | -10% | 17% | -2% | -8% | i | -2.7% | 0.0%
Nc1c(-c2ccccc2Cl)cnn1-c1cccc([N+](=O)[O-])c1 | -0.1% | -6% | 20% | -7% | -3% | -9% | i | 0.5% | -1.8%
O=C(NCc1n[nH]c(=S)n1-c1ccccc1)c1ccc(S(=O)(=O)N2CCOCC2)cc1 | 0.8% | -22% | -1% | 18% | -8% | 17% | i | 2.6% | 0.0%
Cc1cc(S(=O)(=O)N2CCCC2)ccc1OCC(=O)NCc1ccccc1 | -0.6% | -5% | 8% | -6% | -4% | -6% | . | 10% | -1.5%
Cc1ccc(-c2nnc(Nc3ccc(O)cc3)c3ccccc23)cc1S(=O)(=O)NCCO | 0.5% | -3% | -2% | 1% | . | 30% | . | 1.8% | -0.7%
C=CCOC(=O)C1=C(C)NC(=O)NC1C1CC=CCC1 (configuration not stated) | -0.2% | -2% | 14% | 8% | -6% | -1% | i | -0.7% | 4.0%
COCCN(C(=S)Nc1ccc(OC)cc1)C1CCN(C(C)=O)CC1 | -0.5% | -12% | -2% | 9% | 0% | -10% | i | -0.4% | 2.9%
NNC(=O)c1cc(-c2ccccc2)sc1N | -0.1% | -36% | 5% | 8% | 2% | -6% | i | . | -4.1%
CCN(Cc1ccccc1)C(=O)C1CCN(Cc2ccc(OC)c(OC)c2OC)CC1 | -1.6% | 1% | 5% | -10% | -4% | -8% | i | -0.5% | 1.3% | Dengue-2 NS5 capping pilot replicate=5.0
O=C(CCC(=O)N1CCCC(Nc2ccccc2)C1)c1ccc(F)cc1 (configuration not stated) | -0.1% | 2% | 14% | 9% | 3% | -10% | . | -0.2% | -0.1%
COc1ccc(-n2c(SCC(=O)Nc3nccs3)nnc2-c2ccoc2C)cc1 | -0.3% | 5% | -8% | -14% | 11% | -5% | i | 2.4% | 2.1%
CCc1ccc(NC(=O)CCC(=O)N2CCSc3ccccc32)cc1 | -0.3% | -3% | 11%[20 µM] | 23% | 1% | -14% | . | -6.4% | -1.0%
CN1C(=O)CC(P(=O)(c2ccccc2)c2ccccc2)N(C)C1=O (configuration not stated) | 0.1% | 0% | 7% | 13% | -1% | -4% | i | -1.6% | -2.8%
Cc1ccc(C(C)C)c(OCc2ccc(C(=O)N/N=C/c3cccc(O)c3O)cc2)c1 | ? | 24% | . | . | -10% | . | i | 0.7% | 32%
CCS(=O)(=O)c1nc(S(=O)(=O)c2ccc(C)cc2)c(N2CCCC(C)C2)s1 (configuration not stated) | 2.2% | ? | 0% | 11% | -15% | 7% | . | 2.6% | -0.2%
O=C(Nc1cccnc1N1CCOCC1)c1ccco1 | 0.6% | -3% | 28% | 4% | 12% | -12% | i | -5.6% | -2.6%
O=C(COc1ccccc1Cl)NCCNC(=O)c1ccco1 | -0.2% | 13% | -35% | 8% | -8% | -24% | . | 0.8% | 1.2%
The list continues:
SMILES | West Nile virus CPE | AID2073 | KOR beta-arrestin-1 | HEK293 NOD2/NF-kB | Dengue-2 NS5 capping | NOD1 inhibition | Yfh1-depleted yeast | KOR beta-arrestin-2 | HIV peptide binding | others
Cc1ccc(S(=O)(=O)NC(=O)Nc2ccccc2F)cc1 | 0.6% | 11% | 17% | 13% | -7% | 0% | i | 8.5% | 0.1%
c1ccc(-c2nc3nonc3c3nc4ccccc4n23)cc1 | 0.6% | 12% | -16% | 14% | -2% | 7% | i | -5.4% | 2.8%
O=C(CSc1ccccc1Cl)NC1CCCc2ccccc21 (configuration not stated) | -0.7% | -3% | 12% | 15% | -6% | -15% | i | 6.8% | 3.7%
Cc1ccc(OCC(=O)NCCCNC(=O)c2ccncc2)cc1C | 0.4% | -7% | -32% | 44% | -8% | 4% | . | 3.2% | 0.2%
CCC(C)(C)n1nnnc1C(c1ccc2ncccc2c1)N1CCCC(C)C1 (configuration not stated) | -0.4% | 12% | -2% | 2% | -1% | -16% | i | -4.3% | 5.3%
CCn1nnc(NC(=O)c2cccnc2Cl)n1 | 0.0% | -8% | 8% | 19% | -1% | 8% | i | 1.2% | -1.7%
CC[C@@H](C)[C@H](NC(=O)Cc1c(C)c2c(cc(C)c3c(C)coc32)oc1=O)C(=O)O | -0.1% | 26% | -8% | 5% | 3% | -8% | . | -2.4% | 3.9%
O=S(=O)(NCC1CCCO1)c1ccc2ccccc2c1 (configuration not stated) | -0.3% | 4% | 4% | 7% | -7% | -9% | i | 1.6% | 0.6%
Cc1cc(=O)oc2c(C)c(OCC(=O)NCCc3ccc(S(N)(=O)=O)cc3)ccc12 | 0.2% | 0% | -35% | 11% | -7% | 8% | . | 1.0% | -0.1%
O=C(NCCc1ccccc1)C1CCN(Cc2cccc3ccccc23)CC1 | -0.8% | -6% | 1% | -11% | -2% | -24% | . | -0.2% | 0.3% | Dengue-2 NS5 capping pilot replicate=3.3

High-throughput results from PubChem.
